Compound activity: PubChem BioAssay, The Scripps Research Institute Molecular Screening Center
IDE cell inh = inhibitors of human insulin-degrading enzyme in cells. HEK cells, FAbetaB cleavage, fluorescence polarization. hit rate 0.41% among 320,000. P14735. inhibition, % at 5.59 µM. AID 434962;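 active means percent inhibition above the average of all tested compounds plus 3 SD, set per screening campaign, cut at about 16% in these data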;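 further: IDE supplied by intact live HEK cells; FP after avidin binding of uncleaved biotin substrate so inhibition keeps polarization high; 0% = DMSO wells and 100% = 60 µM reference IDE inhibitor Ii1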
Target sequence (P14735 whole entry, looked up): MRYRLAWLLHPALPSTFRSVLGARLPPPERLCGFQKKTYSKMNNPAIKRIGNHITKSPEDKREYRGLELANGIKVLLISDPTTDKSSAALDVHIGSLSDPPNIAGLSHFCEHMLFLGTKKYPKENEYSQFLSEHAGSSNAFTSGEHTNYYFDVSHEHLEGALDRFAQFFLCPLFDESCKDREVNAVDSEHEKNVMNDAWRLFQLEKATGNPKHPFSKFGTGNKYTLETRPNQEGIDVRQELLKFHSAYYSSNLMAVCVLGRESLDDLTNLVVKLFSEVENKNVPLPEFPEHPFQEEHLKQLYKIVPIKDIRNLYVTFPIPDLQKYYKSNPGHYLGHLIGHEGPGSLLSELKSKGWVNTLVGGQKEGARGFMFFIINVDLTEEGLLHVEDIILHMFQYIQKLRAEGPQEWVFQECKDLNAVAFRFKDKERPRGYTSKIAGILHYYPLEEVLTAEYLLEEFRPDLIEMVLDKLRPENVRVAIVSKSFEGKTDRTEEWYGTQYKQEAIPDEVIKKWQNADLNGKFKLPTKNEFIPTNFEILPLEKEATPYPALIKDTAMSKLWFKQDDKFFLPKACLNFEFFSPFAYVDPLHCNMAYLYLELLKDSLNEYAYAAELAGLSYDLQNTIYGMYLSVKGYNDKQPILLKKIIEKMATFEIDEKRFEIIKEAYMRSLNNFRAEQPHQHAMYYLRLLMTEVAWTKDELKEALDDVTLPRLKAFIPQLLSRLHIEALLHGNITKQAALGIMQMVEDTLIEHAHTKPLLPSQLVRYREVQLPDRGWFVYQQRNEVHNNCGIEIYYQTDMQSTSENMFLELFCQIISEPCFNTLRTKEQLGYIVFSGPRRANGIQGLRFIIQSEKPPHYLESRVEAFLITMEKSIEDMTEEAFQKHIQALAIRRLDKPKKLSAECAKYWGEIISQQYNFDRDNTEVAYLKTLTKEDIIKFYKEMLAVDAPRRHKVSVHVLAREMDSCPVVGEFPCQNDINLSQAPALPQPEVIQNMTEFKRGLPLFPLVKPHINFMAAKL
IDE cell activ = activators of human insulin-degrading enzyme in cells. hit rate 0.073% among 340,000. HEK cells, FAbeta-B cleavage, fluorescence polarization; 0% vehicle, 100% cell-free pure enzyme wells. P14735. activation, % at 5.96 µM;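 active means activation above the mean of all tested compounds plus 3 SD, set per screening campaign, cut at about 17% in these data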
* = called active by the depositor. Only part of the results is shown (hit frequency here may not be typical).

IDE cell inh | IDE cell activ | mol
-5 | -1 | CS(=O)(=O)c1ccc(Cl)c(NC(=O)COC(=O)c2cccc(S(=O)(=O)N3CCCC3)c2)c1
-2 | -5 | COc1ccc(CC(=O)Nc2ccc(C)c(S(=O)(=O)N3CCCCCC3)c2)cc1
9 | 5 | CCOc1ccc(NS(=O)(=O)c2ccc(C(=O)N3CCCCCC3)cc2)cc1
-2 | 0 | CC(OC(=O)C1=COCCO1)C(=O)NC(C)c1ccc(Cl)cc1Cl (stereo not given)
12 | -1 | O=C(O)c1ccc(N2C(=O)CSC2=S)cc1
5 | -1 | Cc1cccn2c(=O)nc(SCC(=O)NCc3ccccc3)nc12
0 | 2 | CCN1C[C@@H]2[C@@H]3C(=O)N(C)C(=O)[C@@H]3[C@](CC)(C1=O)N2C(=O)c1ccc(C(C)(C)C)cc1
0 | -3 | O=C(CCCOc1ccccc1)Nc1ccc(Cl)c(S(=O)(=O)N2CCOCC2)c1
-5 | 1 | O=C(Nc1ccccc1Br)C1CC(=O)N(c2ccc3c(c2)OCCO3)C1 (stereo not given)
0 | -1 | CC(C)N1CCN(c2ccc(OC[C@H]3CO[C@](Cn4cncn4)(c4ccc(Cl)cc4Cl)O3)cc2)CC1
0 | -7 | C=CC[C@@H](CC(=O)NCCO)C(=O)N[C@@H](COC(=O)[C@@H](CC=C)Cc1ccc(F)cc1)Cc1c[nH]c2ccccc12
2 | 0 | C=CCC[C@@H](Cc1ccc(F)cc1)C(=O)OC[C@@H](Cc1c[nH]c2ccccc12)NC(=O)[C@H](CC=C)CC(=O)NCCO
4 | 6 | CN(Cc1ccccc1)C(=O)COC(=O)c1ccc[nH]c1=O
3 | -2 | COc1ccc(CCC(=O)OCC(=O)Nc2c(C)nn(-c3ccccc3)c2C)cc1
4 | 2 | CC(C)c1ccc(-c2nn(-c3ccccc3)cc2C(=O)NCC2CCCO2)cc1 (stereo not given)
3 | 0 | CCn1c(SCC(=O)N(C)CC(=O)Nc2cccc(OC)c2)nnc1-c1ccco1
-1 | 8 | COc1ccc(CN(C(=O)c2ccc(C)cc2)c2cccc(N)c2)cc1
-2 | 4 | Cc1ccc(C(=O)NC2CC2)cc1S(=O)(=O)N1CCOCC1
-2 | 3 | Cc1ccc(C(=O)OCC(=O)N2C(C)CCCC2C)s1 (stereo not given)
4 | 3 | CC(=O)Nc1ccc(NC(=O)COC(=O)/C=C/c2ccc3c(c2)OCO3)cc1
-2 | 2 | Cc1ccc(-n2nnnc2-c2cccs2)cc1[N+](=O)[O-]
-2 | 3 | NC(=O)c1ccc(NC(=O)COC(=O)C2CCN(S(=O)(=O)c3cccs3)CC2)cc1
0 | 3 | COc1ccc(C)cc1-n1nnnc1SCC(=O)NC1CCS(=O)(=O)C1 (stereo not given)
3 | 1 | CC(C)NC(=O)Nc1ccc2c(c1)C(=O)N([C@@H](C)CO)C[C@@H](C)[C@@H](CN(C)S(=O)(=O)c1ccc(F)cc1)O2
-2 | -5 | Cc1nn(-c2ccccc2)c(C)c1NC(=O)COC(=O)c1ccc(S(=O)(=O)C(F)F)cc1
-3 | 1 | CC[C@@H](CC1CCCCC1)C(=O)N(Cc1ccccc1)c1ccccc1
-1 | -3 | Cc1cc(CNC(=O)C2(C(F)(F)F)CC(CCCO)CCCO2)nn1C (stereo not given)
0 | 1 | CNC[C@H]1Oc2ccc(NC(=O)Nc3ccccc3)cc2CC(=O)N([C@H](C)CO)C[C@H]1C
7 | 0 | Cc1cc(C)c(-c2csc(NC(=O)CCCc3nc4ccccc4c(=O)[nH]3)n2)c(C)c1
1 | 1 | COc1ccc2nc(SCC(=O)NC3(C#N)CCCCC3)[nH]c2c1
-2 | 4 | N#CCCN(C(=O)CSc1nnc(-c2ccncc2)n1C1CC1)c1ccccc1
0 | 1 | C#CCOCCOCCOCCNc1nc(N2CCN(C(=O)C([C@@H](C)O)n3cc([C@@H](N)CCCCN)nn3)CC2)nc(N2CCN(C(=O)[C@H](CCCCN)n3cc([C@@H](N)[C@H](C)CC)nn3)CC2)n1 (stereo not given in full)
-7 | 8 | Cc1ccc(C(=O)COC(=O)C2CC3CCCC(C2)C3=O)cc1[N+](=O)[O-] (stereo not given)
1 | 0 | CNC(C)C(=O)NC(C(=O)N1CCCC1C(=O)NC1CCCc2ccccc21)C(C)C (stereo not given)
9 | -1 | c1ccc2[nH]c(Cn3nnc4ccccc43)nc2c1
0 | 2 | Cc1ccc(S(=O)(=O)NCC(=O)OCC(=O)N(C)C2CCCCC2)cc1
1 | 1 | COCCN(C(=O)C1CCCO1)c1c(N)n(CC(C)C)c(=O)[nH]c1=O (stereo not given)
1 | 5 | CC(Oc1ccc2c(-c3ccccc3)cc(=O)oc2c1)C(=O)NC(Cc1c[nH]c2ccccc12)C(=O)O (stereo not given)
-1 | -1 | Cc1cccc(NC(=O)CN2CCN(C(=O)c3c(C)nn(Cc4ccccc4)c3C)CC2)c1C
-4 | -3 | O=C(CN1CCN(S(=O)(=O)c2cccc(Cl)c2)CC1)NCC1(N2CCOCC2)CCCCC1
3 | -4 | O=C(CSc1ncnc2sccc12)N1CCN(C(=O)c2cccs2)CC1
-1 | 2 | O=S(=O)(c1c(F)cccc1F)N1CCCC2CCCCC21 (stereo not given)
4 | -2 | O=C(Nc1ccc2c(c1)OCO2)[C@@H]1CCCN1S(=O)(=O)c1cccc2cccnc12
-2 | -3 | CCOc1ccc(C(C)=O)cc1COC(=O)CNC(=O)c1cccs1
-3 | 6 | CCOc1ccc(NC(=O)CCc2c(C)noc2C)cc1OC
3 | -1 | CCN(CC)S(=O)(=O)c1ccc(N2CCOCC2)c(NC(=O)c2ccc3c(c2)OCCO3)c1
4 | 2 | CC(Oc1cccc(Br)c1)C(=O)NNC(=O)CCS(=O)(=O)c1ccccc1 (stereo not given)
1 | 2 | CC(C)C[C@@H](CO)NC(=O)CC[C@H](NC(=O)OC(C)(C)C)C(=O)N(Cc1ccccc1)Cc1ccccc1
9 | -2 | CCOc1ccccc1C(=O)NCCNC(=O)c1ccccc1OCC
-1 | -3 | Cc1ccc(S(=O)(=O)N2CCC(C(=O)OCC(=O)NC(C)c3ccc(F)cc3)CC2)cc1C (stereo not given)
0 | 5 | O=C(CSc1nccn1-c1cccc(F)c1)NC1CCCC1
8 | 7 | Cc1ccc(S(=O)(=O)N2CCCCC2)cc1NS(=O)(=O)c1ccccc1F
0 | -1 | Cc1ccc(NC(=O)c2cnc(SCC(=O)NCC3CCCO3)n(C)c2=O)cc1 (stereo not given)
0 | 1 | COc1ccc(C(=O)c2ccc3oc(-c4ccc(OC)cc4)c(-c4ccc(O)cc4)c3c2)cc1
0 | 2 | CC(=O)Nc1ccc(C2=CC(=O)C[C@H](c3ccc4c(c3)OCO4)C2)cc1
-2 | 3 | Cc1cnc(C(=O)OCC(=O)N2C(C)CCCC2C)cn1 (stereo not given)
6 | 7 | COc1cccc(CC(=O)Nc2ccc(S(=O)(=O)N3CCCCC3)cc2)c1
3 | 5 | COc1ccc(NC(=O)COC(=O)CCc2nc3ccccc3c(=O)[nH]2)c(OC)c1
-2 | 0 | O=S(=O)(c1ccc2oc(=S)[nH]c2c1)N1CCOCC1
4 | -3 | Cn1c(-c2ccc(F)c(F)c2)cc2onc(-c3ccccc3)c2c1=O

For reference, part of the list above.
IDE cell inh | IDE cell activ | mol
-5 | -1 | CS(=O)(=O)c1ccc(Cl)c(NC(=O)COC(=O)c2cccc(S(=O)(=O)N3CCCC3)c2)c1
-2 | -5 | COc1ccc(CC(=O)Nc2ccc(C)c(S(=O)(=O)N3CCCCCC3)c2)cc1
9 | 5 | CCOc1ccc(NS(=O)(=O)c2ccc(C(=O)N3CCCCCC3)cc2)cc1
-2 | 0 | CC(OC(=O)C1=COCCO1)C(=O)NC(C)c1ccc(Cl)cc1Cl (stereo not given)
12 | -1 | O=C(O)c1ccc(N2C(=O)CSC2=S)cc1
5 | -1 | Cc1cccn2c(=O)nc(SCC(=O)NCc3ccccc3)nc12
0 | 2 | CCN1C[C@@H]2[C@@H]3C(=O)N(C)C(=O)[C@@H]3[C@](CC)(C1=O)N2C(=O)c1ccc(C(C)(C)C)cc1
0 | -3 | O=C(CCCOc1ccccc1)Nc1ccc(Cl)c(S(=O)(=O)N2CCOCC2)c1
-5 | 1 | O=C(Nc1ccccc1Br)C1CC(=O)N(c2ccc3c(c2)OCCO3)C1 (stereo not given)
0 | -1 | CC(C)N1CCN(c2ccc(OC[C@H]3CO[C@](Cn4cncn4)(c4ccc(Cl)cc4Cl)O3)cc2)CC1
0 | -7 | C=CC[C@@H](CC(=O)NCCO)C(=O)N[C@@H](COC(=O)[C@@H](CC=C)Cc1ccc(F)cc1)Cc1c[nH]c2ccccc12
2 | 0 | C=CCC[C@@H](Cc1ccc(F)cc1)C(=O)OC[C@@H](Cc1c[nH]c2ccccc12)NC(=O)[C@H](CC=C)CC(=O)NCCO
4 | 6 | CN(Cc1ccccc1)C(=O)COC(=O)c1ccc[nH]c1=O
3 | -2 | COc1ccc(CCC(=O)OCC(=O)Nc2c(C)nn(-c3ccccc3)c2C)cc1
4 | 2 | CC(C)c1ccc(-c2nn(-c3ccccc3)cc2C(=O)NCC2CCCO2)cc1 (stereo not given)
3 | 0 | CCn1c(SCC(=O)N(C)CC(=O)Nc2cccc(OC)c2)nnc1-c1ccco1
-1 | 8 | COc1ccc(CN(C(=O)c2ccc(C)cc2)c2cccc(N)c2)cc1

Next part
IDE cell inh | IDE cell activ | mol
7 | 2 | O=C(OCc1nnc(-c2ccccc2)o1)c1ccc(Br)o1
0 | -5 | O=C(Nc1ncccc1O)c1cccc(S(=O)(=O)NCc2ccccc2)c1
-5 | 8 | CCN(CC)c1ccc(NC(=O)CN2C(=O)NC3(CCc4ccccc43)C2=O)cc1 (stereo not given)
-4 | 1 | O=C(COC(=O)c1cccnc1Cl)Nc1cc(S(=O)(=O)N2CCOCC2)ccc1Cl
2 | 0 | CCOc1ccccc1NC(=O)COc1cccnc1[N+](=O)[O-]
6 | 2 | Cc1ccc(NC(=O)C2=COCCO2)cc1S(=O)(=O)N1CCOCC1
1 | 2 | COC(=O)c1ccc(CSc2ccc(S(=O)(=O)N3CCCCC3)cn2)cc1
3 | 0 | COc1cc(-c2nnc(NC(=O)CS(=O)(=O)c3ccc(C)cc3)o2)cc(OC)c1OC
2 | 8 | CN1CCC(N(C)S(=O)(=O)c2ccc(NC(=O)COc3cccc(C(F)(F)F)c3)cc2)CC1
6 | -1 | O=C(CNc1ccc(Br)cc1)Nc1cccc(S(=O)(=O)N2CCCC2)c1
2 | 1 | CCc1noc(C)c1C(=O)Nc1nc(-c2cccs2)cs1
-5 | 3 | CN(CC(=O)Nc1ccccc1Br)C(=O)CNC(=O)c1cccs1
-7 | 15 | CCCCn1c(N)c(N(CC(C)C)C(=O)c2ccc(-c3ccc([N+](=O)[O-])cc3)o2)c(=O)[nH]c1=O
0 | 5 | Cc1c(Cl)cnc(NC(=O)COC(=O)CNC(=O)c2ccccc2)c1Cl
4 | -3 | O=C(CNC(=O)c1ccc(-c2ccccc2)cc1)Nc1cccc(CO)c1
-1 | 3 | CCOc1ccccc1C(=O)NCC(=O)NCC(c1ccc(OC)cc1)N1CCOCC1 (stereo not given)
1 | -4 | COc1ccc(C(C)=O)cc1COC(=O)CSCC(=O)Nc1ccc(C)cc1
-2 | -1 | Oc1ccc(C[C@H]2CNCCN2CCC23CC4CC(CC(C4)C2)C3)cc1
-1 | 1 | Cc1ccc(S(=O)(=O)N2[C@@H](c3cccc(C)c3)C(C(=O)O)=C[C@H]2C(C)(C)C)cc1
3 | 2 | COc1ccc(OC)c(S(=O)(=O)N2CCC3(CC2)CC(=O)c2ccccc2O3)c1
2 | 1 | COCc1ccc(-c2c(-c3ccsc3)sc3ccccc23)cc1
-1 | 3 | CC1CCCCC1NC(=O)CCCN1C(=O)c2ccccc2C1=O (stereo not given)
1 | -1 | COC(=O)[C@@]12CCCCN1[C@H](c1ccc(-c3cc(C(C)=O)cs3)cc1)[C@H]1C(=O)N(C)C(=O)[C@H]12
-8 | 1 | Cc1cc(C)c2c(=O)[nH]c(SCC(=O)Nc3cccc(S(=O)(=O)N(C)C)c3)nc2n1
-3 | 4 | CS(=O)(=O)c1ccc(NS(=O)(=O)c2ccc(Cl)c(C(=O)NCc3ccco3)c2)cc1
3 | 4 | CN(C(=O)CN1CCCCCC1)c1c(N)n(Cc2ccccc2)c(=O)[nH]c1=O
7 | 1 | CCOc1ccc(S(=O)(=O)N2CCOCC2)cc1NC(=O)C1CSC2(C)CCC(=O)N12 (stereo not given)
-1 | -2 | O=C(NCCc1ccccc1)[C@@H]1CC=C[C@@H]2CCN(C3CCCCC3)C(=O)[C@@H]21
-2 | 5 | CCCCCC(=O)Nc1cccc(S(=O)(=O)NC2=NCCC2)c1
-4 | 1 | COc1ccc(OCC(=O)NCC(c2cccs2)N2CCOCC2)cc1 (stereo not given)
3 | -2 | C[C@@H]1CN([C@H](C)CO)C(=O)c2cccc(NC(=O)c3ccncc3)c2O[C@@H]1CN(C)Cc1ccc(C(=O)O)cc1
9 | 1 | O=C(CN1C(=O)c2ccccc2S1(=O)=O)Nc1ccc([N+](=O)[O-])cc1
0 | 3 | Cc1ccccc1OCC(=O)Nc1ccc(S(=O)(=O)N2CCCC2)cc1
2 | 0 | CCSc1nnc(NC(=O)CCC2CCCCC2)s1
-1 | 1 | O=C(COC(=O)CNC(=O)c1ccc(Cl)cc1)NC1CCCCCC1
4 | 5 | CC1(C)O[C@@H]2CC3C4C[C@H](F)C5=CC(=O)C=CC5(C)C4C(O)CC3(C)[C@]2(C(=O)CO)O1 (stereo not given in full)
-10 | 5 | COc1cccc(CNC(=O)CCNC(=O)c2ccco2)c1
9 | 4 | COc1cc(C(=O)Nc2ccccc2N2CCOCC2)ccc1OCC(=O)N1CCOCC1
9 | -3 | O=C1COc2ccc(C(=O)COC(=O)CCOc3ccccc3)cc2N1
